Assay outcomes (PubChem)
GAA glycogen – inhibitors or activators of human alpha-glucosidase glycogen cleavage; AID 2100; 0.38% of 300,000 active; recombinant GAA, glycogen substrate, Amplex Red glucose oxidase fluorescence; P10253; Potency, µM (series often up to 76.4 µM), without a hit: at the highest dose activity change, negative = inhibition, actives largely listed as inhibitors; active means well fitted inhibition curve with a large enough effect; inconclusive means small, poorly fitted or top-dose-only effect, or another doubt; inactive means no such curve, though single readings can be large or run the other way;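 further: 0% = full enzyme reaction and -100% = no-enzyme basal signal; the screen sought inhibitors and activators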
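qHTS, 1536-well; enzyme 4 nM final; cpd up to 77 uM; substrate bovine liver glycogen 30 ug; 50 mM citrate/phosphate pH 5.0, 0.01% Tween-20; 37 C, 40 min; Amplex Red detection 45 min RT; Hill fit → AC50.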
An asterisk follows results filed as active; ? = inconclusive; [ ] = remark or other dose. Potency means the concentration at half of the fitted maximal effect.

SMILES	GAA glycogen
COc1ccc(NC(=O)c2oc3ccccc3c2NC(=O)C2CC2)c(OC)c1	-7%[76.3 µM]
O=[N+]([O-])c1cccc(C(=NCc2ccccc2)NO)c1	-3%[76.3 µM]
CC(NC(=O)c1cc2c(s1)CS(=O)(=O)C2)c1ccccc1 (stereo not drawn)	-11%[76.3 µM]
O=S(=O)(Nc1cccnc1Cl)c1ccc(-c2ccccc2)cc1	1%
CCCCOc1ccc(C(=O)NCC(=O)NC2CCN(Cc3ccccc3)CC2)cc1	-5%[76.3 µM]
CCOc1ccccc1C(C(=O)NC1CCCC1)N(C(=O)c1csnn1)C1CC1 (stereo not drawn)	6%
COc1ccc(C)cc1NS(=O)(=O)c1ccc2c(c1)N(C(C)=O)CCO2	-7%[76.3 µM]
CCN1C(C(=O)Nc2cc(C)on2)=C(O)c2ccccc2S1(=O)=O	3%
Cc1ccc(CN(CC(=O)NC2CCCC2)C(=O)c2csnn2)cc1	4%
Cn1c(=O)c2c([nH]c(=S)n2CCCc2ccccc2)n(C)c1=O	?
CCCN1CC(=O)N2Cc3[nH]c4ccccc4c3C[C@H]2C1=O	8%
CCC(CC)C(=O)c1c[nH]c(C(=O)NCc2ccc(F)cc2)c1	-2%
CN(Cc1ccccc1)C(=O)COc1ccc(C(C)(C)C)cc1	-3%
COc1ccc(O)c(/C=C(\C#N)C(=O)Nc2ccccn2)c1	-10%
COc1ccc(OC)c(NC(=O)CCCNC(=O)Cn2cnc3sc(C)c(C)c3c2=O)c1	5%
OCCN(CCCn1c(-c2ccncc2)nc2ccccc21)c1nc(CN2CCCCC2)cs1	10%[76.3 µM]
Nc1cc[n+](CC(=O)c2ccccc2)cc1	5%[76.3 µM]
CC(C)c1ccccc1NC(=S)NCC1(N(C)C)CCCCC1	-2%[76.3 µM]
Cc1ccc(NC(=O)NNC(=O)CN2C(=O)COc3ccccc32)cc1	12%
Cc1ccccc1NC(=O)C1C2CCCCC21 (stereo not drawn)	-5%[76.3 µM]
O=C(CN1CCN(c2ccc(F)cc2)CC1)Nc1ccc(S(=O)(=O)N2CCOCC2)cc1	-3%[76.3 µM]
CCOc1ccc(OCCNCc2ccc(OC(C)C(=O)N(C)C)c(OCC)c2)cc1 (stereo not drawn)	1%
O=C(NNS(=O)(=O)c1ccc([N+](=O)[O-])cc1)c1ccncc1	?
NNC(=O)c1cc(C23CC4CC(CC(C4)C2)C3)nc2ccccc12	3%[76.3 µM]
O=C(N/C(=C\c1ccc(Cl)cc1)C(=O)N1CCCCC1)c1ccco1	2%
CCN(CC(=O)NCc1ccc(Cl)cc1)C(=O)/C=C/c1ccc(C#N)cc1	-4%
COc1ccccc1NC(=O)CC1S/C(=N/N=C(\C)C2CCCCC2)NC1=O (stereo not drawn)	-18%[76.3 µM]
Cc1cccc(NC(=O)c2ccc3c(c2)CCN3S(C)(=O)=O)c1	-2%[76.3 µM]
Cc1ccc2nc(-c3cccc(Br)c3)cc(C(=O)NCC3CCCO3)c2c1 (stereo not drawn)	3%[76.3 µM]
CCc1ccccc1N(CC(=O)NCC1CCCO1)C(=O)CCC(=O)Nc1nccs1 (stereo not drawn)	-3%[76.3 µM]

Reformatted: entries from further up
smiles,GAA glycogen
Cn1c(=O)c2c([nH]c(=S)n2CCCc2ccccc2)n(C)c1=O,?
CCCN1CC(=O)N2Cc3[nH]c4ccccc4c3C[C@H]2C1=O,8%
CCC(CC)C(=O)c1c[nH]c(C(=O)NCc2ccc(F)cc2)c1,-2%
CN(Cc1ccccc1)C(=O)COc1ccc(C(C)(C)C)cc1,-3%
COc1ccc(O)c(/C=C(\C#N)C(=O)Nc2ccccn2)c1,-10%
COc1ccc(OC)c(NC(=O)CCCNC(=O)Cn2cnc3sc(C)c(C)c3c2=O)c1,5%

(list continues)
SMILES	GAA glycogen
CC(C)c1ccc(NC(=O)CSc2nc3ccccc3nc2N2CCCC2)cc1	-17%[76.3 µM]
CCOC(=O)c1oc2ccccc2c1CN1CC(C)OC(C)C1 (stereo not drawn)	-8%
COCCN(C(=O)COC(=O)c1oc2ccc(OC)cc2c1C)c1c(N)n(Cc2ccccc2)c(=O)[nH]c1=O	1%[76.3 µM]
CCOc1ccc(NC(=O)c2ccc(NC(=O)C3CCCO3)cc2)cc1 (stereo not drawn)	6%
COC(=O)c1ccc(NC(=O)c2cccc(N3C(=O)C4C5C=CC(C6CC56)C4C3=O)c2)cc1 (stereo not drawn)	-5%[76.3 µM]
C[C@]12C=CC(=O)C=C1CC[C@@H]1[C@@H]2C(=O)C[C@@]2(C)[C@H]1CC[C@]2(O)C(=O)COC(=O)CCC(=O)O	-1%
CC(NC(=O)c1ccc(Cl)cc1)C1CC2CCC1C2 (stereo not drawn)	0%[76.3 µM]
COc1ccc(OCC(O)CN2CCNCC2)cc1 (stereo not drawn)	9%[76.3 µM]
O=C(CN1C(=O)NC(Cc2c[nH]c3ccccc23)C1=O)NCC(F)(F)F (stereo not drawn)	5%
Cc1cc(C)c(C2=Nn3c(C)nnc3SC2C)cc1C (stereo not drawn)	-4%
Cc1nc2cc(NC(=O)c3ccc([N+](=O)[O-])s3)ccc2s1	-4%[76.3 µM]
COCC(=O)N1CCC(Oc2ccc(C(=O)N3C[C@H]4CC[C@H]3C4)cc2)CC1	-7%[76.3 µM]
COc1ccc([C@@H]2[C@@H]3C(=O)N(C(C)(C)C)C(=O)[C@@H]3[C@]3(CC(C)C)C(=O)N(c4ccc(C(F)(F)F)cc4)C(=O)N23)cc1	9%[76.3 µM]
Cc1ccc2cccc(OCc3ccc(F)cc3)c2n1	3%[76.3 µM]
O=C(CS(=O)(=O)c1c[nH]c2ccccc12)Nc1ccc(F)cc1	2%[76.3 µM]
Cc1c(C(=O)Nc2ccc(S(=O)(=O)N3CCOCC3)cc2)cccc1[N+](=O)[O-]	2%[76.3 µM]
O=C(c1ccc(F)cc1)N1CCN(Cc2ccccc2)CC1	-10%[76.3 µM]
COC(=O)Nc1ccc(S(=O)(=O)NNC(=O)c2c(O)c3ccccc3[nH]c2=O)cc1	1%
COc1ccc(CCNC(=O)c2ccc(Cl)nc2)cc1	1%
Cc1cc(C2C(=O)c3ccccc3C2=O)c(C)c(C)c1C	-2%
COc1cc(Cl)ccc1OCc1cc(C(=O)N2C[C@]3(C)C[C@H]2CC(C)(C)C3)no1	2%[76.3 µM]
CCCCN1C(=O)/C(=C2/Sc3ccc(Cl)cc3N2CC)SC1=S	-5%[76.3 µM]
O=C(C[n+]1cccc(C(=O)Nc2ccccc2)c1)c1ccc([N+](=O)[O-])cc1	-7%
COc1ccc(OCC(=O)Nc2c(C(=O)N3CCC(N4CCCCC4)CC3)oc3ccccc23)cc1	0%[76.3 µM]
COCCN(C(=O)c1ccco1)c1nc(-c2ccccc2)cs1	11%[76.3 µM]
CC(C)Cc1cc(CNC(=O)C2CCC(=O)N(CCc3cccc(F)c3)C2)on1 (stereo not drawn)	1%[76.3 µM]
O=C(O)CSc1nnc(-c2ccc(Cl)cc2)n1-c1ccccc1	-2%[76.3 µM]
COCCNC(=O)c1cccc(OC2CCN(Cc3ccccc3C)CC2)c1	-4%[76.3 µM]
COc1ccc(C(=S)N2CCOCC2)cc1OC(=O)c1cc(OC)c(OC)c(OC)c1	3%
O=C1C(=O)N(Cc2cccnc2)C(c2ccc(Br)cc2)/C1=C(\O)c1ccc2c(c1)OCCO2 (stereo not drawn)	-10%[76.3 µM]
CCCc1cc(=O)oc2cc(OC(C)C(=O)NCc3ccccn3)c(Cl)cc12 (stereo not drawn)	-14%[76.3 µM]
O=C(CSc1nnc(NC(=O)C2CC2)s1)NCc1ccccc1Cl	4%[76.3 µM]
COc1cc(/C=N/NC(=O)c2ccc(N)cc2)ccc1OC(=O)c1cccc(C)c1	-14%[76.3 µM]
O=C(CN(C(=O)c1nsc(Cl)c1Cl)c1cccc(F)c1)NC1CCCC1	0%
Cc1sc2ncnc(N3CCC(C(=O)N(C)CC(=O)Nc4ccccc4Cl)CC3)c2c1C	-6%[76.3 µM]
C=CCNC(=O)/C(C#N)=C/c1c(N2CCCCCC2)nc2ccccn2c1=O	-3%
O=C(CC(c1ccccc1)c1ccccc1)Nc1ccc(O)cc1	-5%[76.3 µM]
Cc1ccnc(N2CCCC(C(=O)NC3CC3)C2)n1 (stereo not drawn)	0%
O=C(Nc1cccc2ccccc12)c1ccccc1Cl	-5%
CCCN(CCC)Cc1c(C(=O)N/N=C/c2ccsc2)nnn1-c1nonc1N	-1%
COc1ccc(S(=O)(=O)N2CCC(C(=O)NCc3ccncc3)CC2)cc1C	3%
COc1cccc(Nc2nc(-c3sc(C)nc3C)cs2)c1	-2%[76.3 µM]
Cn1c(/C=C/c2ccc(Cl)cc2)c([N+](=O)[O-])c(=O)n(C)c1=O	3%
Cc1nc(C)n(CCNC(=O)c2ccco2)n1	-2%[76.3 µM]
O=S(=O)(Nc1ccon1)c1ccc(F)c(F)c1	0%[76.3 µM]
Cn1cc(S(=O)(=O)N2CCCC2)cc1C(=O)NCc1ccc(F)cc1	-6%[76.3 µM]
CCOC(=O)/C(=N\Nc1ncnc2ccccc12)c1ccc(OC)cc1	1%
Cc1ccc(C(NC(=O)c2ccccc2S(C)(=O)=O)c2ccccc2)cc1 (stereo not drawn)	-3%[76.3 µM]
Oc1ccc(-c2nnc(SCc3ccccc3)o2)cc1	13%[76.3 µM]
Cc1cc(=O)oc2cc(O[C@@H]3O[C@H](CO)[C@@H](O)[C@H](O)[C@H]3O)ccc12	2%

New compounds follow
SMILES	GAA glycogen
Nc1ccc(C#Cc2ccc3c(=O)c4ccccc4oc3c2)cc1	17%[76.3 µM]
CCN(CC)c1ccc(CNC(=O)C/C(C)=N/NC(=O)COc2ccc(C)cc2Br)cc1	-6%
COc1ccccc1CCN=C(N)NS(=O)(=O)c1ccc(C)c(C)c1	1%[76.3 µM]
COc1ccc(NC(=O)CSc2nc3sc(C)cc3c(=O)n2C)c(OC)c1	1%
COc1ccc(C2=NS(=O)(=O)N(C)C(C(=O)N3CCc4ccccc4C3)=C2)cc1OC	-8%[76.3 µM]
Cc1ccc(C)c(N(CC(=O)N2CCCCCC2)S(C)(=O)=O)c1	-4%[76.3 µM]
O=C1Nc2ccccc2C1C(C[N+](=O)[O-])c1ccccn1 (stereo not drawn)	0%
O=C(Nc1ccccc1)OCCOc1cccc(Br)c1	-18%[76.3 µM]
Cc1ccccc1CN(C)CCS(=O)(=O)c1cc(Cl)ccc1Cl	-12%[76.3 µM]
O=[N+]([O-])c1cc([N+](=O)[O-])c(Oc2cccnc2Br)cc1NN1CCCCC1	4%[76.3 µM]
COc1ccc(/C=N\NC(=O)c2ccccc2)cc1COc1ccccc1	-23%[76.3 µM]
CCOC(=O)Cc1csc(NC(=O)c2ccc(F)cc2)n1	5%
CCOC(=O)c1oc2ccccc2c1COC(=O)CNC(=O)c1ccccc1	1%[76.3 µM]
Cc1ccccc1NC(=S)Nn1cnnc1	1%[76.3 µM]
NS(=O)(=O)c1ccc(CCNC(=O)C(=O)c2cn(CC(=O)N3CCOCC3)c3ccccc23)cc1	0%[76.3 µM]
C/C(=N/NC(=O)CCC(=O)Nc1ccc(Br)cc1)c1ccc(Br)cc1	3%
O=C(CCC(=O)N1CCOc2ccccc21)NCc1cccnc1	10%[76.3 µM]
COc1cccc(CN2CCC(Oc3ccc(C(=O)NCc4ccccn4)cc3)CC2)c1	-4%[76.3 µM]
CC(C)(C)NC(=O)C(c1ccncc1)N(C(=O)CNC(=O)c1ccco1)c1ccc(F)cc1 (stereo not drawn)	0%
CC(=O)Nc1ccc(NC(=O)c2cc(-c3ccc(C)cc3O)n[nH]2)cc1	-2%
Cc1ccc(NC2CCCN(C(=O)c3cccc4nccnc34)C2)cc1C (stereo not drawn)	-2%[76.3 µM]
COc1ccccc1CNC(=O)CCC1N=C2c3ccccc3N=C(SCC(=O)NCC3CCCO3)N2C1=O (stereo not drawn)	1%[76.3 µM]
Cc1onc(-c2ccccc2)c1C(=O)Nc1ccc(S(=O)(=O)N2CCOCC2)cc1	-15%
Cc1cc(=O)n2nc(N3CCCC(C(=O)NCc4cccc(Cl)c4)C3)sc2n1 (stereo not drawn)	-8%[76.3 µM]
N#Cc1ccc(C(=O)NC2CCCCCCC2)cc1	5%[76.3 µM]
CCOC(=O)c1ccccc1N=Cc1c(O)c2ccccc2oc1=O	0%[76.3 µM]
O=[N+]([O-])c1ccc(C(O)C[n+]2ccccc2)cc1 (stereo not drawn)	1%[76.3 µM]
O=C(Nc1ccc(Nc2ccccc2)cc1)c1ccc(F)cc1	-23%
CC1(C)CCC(=O)N2CC[C@H]3C[C@H](OC(=O)Nc4ccccc4)C[C@@H]1[C@H]32	17%[76.3 µM]
Cc1ccc(Nc2nc(-c3cccnc3)cs2)cc1C	-29%
COc1ccc(OC)c(S(=O)(=O)ON2C(=O)c3ccccc3C2=O)c1	-5%[76.3 µM]
Cc1cc(C(=O)NC2CCCc3c2cnn3-c2cccc(C)c2C)no1 (stereo not drawn)	4%[76.3 µM]
O=c1c2ccccc2nc(/C=C/c2ccc(Cl)cc2)n1CCO	-4%[76.3 µM]

Some of these compounds in order of SMILES length, smallest number first:
SMILES	GAA glycogen
N#Cc1ccc(C(=O)NC2CCCCCCC2)cc1	5%[76.3 µM]
Cc1ccc(Nc2nc(-c3cccnc3)cs2)cc1C	-29%
O=C(Nc1ccc(Nc2ccccc2)cc1)c1ccc(F)cc1	-23%
O=c1c2ccccc2nc(/C=C/c2ccc(Cl)cc2)n1CCO	-4%[76.3 µM]
Cc1cc(C(=O)NC2CCCc3c2cnn3-c2cccc(C)c2C)no1 (stereo not drawn)	4%[76.3 µM]
Cc1cc(=O)n2nc(N3CCCC(C(=O)NCc4cccc(Cl)c4)C3)sc2n1 (stereo not drawn)	-8%[76.3 µM]
CC1(C)CCC(=O)N2CC[C@H]3C[C@H](OC(=O)Nc4ccccc4)C[C@@H]1[C@H]32	17%[76.3 µM]

A portion of the library; rates above refer to the full screens.
